Source: PubChem BioAssay
ATXN2 expr inh: ATXN2 expression inhibition; Potency, µM (series often up to 57 µM), without a hit: at the top dose activity change, negative = inhibition, most hits filed as inhibitors; HEK-293 ATXN2-luciferase reporter, luminescence, 24 h; 0.72% of 360,000 active; AID 1745845; further: potency means the concentration at half of the fitted maximal effect; on the % scale 0 is the no-effect control and ±100 the full control effect; nearly all actives have a fitted effect of over 55% in size
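ATXN2-luciferase reporter cells (luciferase flanked by upstream and downstream ATXN2 gene portions) were treated 24 h at 37 °C with compounds at up to 57 uM. SteadyGlo luminescence gave expression; GF-AFC fluorescence gave viability.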
TGFb SMAD3 inh: TGF-b pathway inhibition; HepG2 CAGA-GFP TGF-b/SMAD3 reporter, GFP fluorescence, 18 h; TGF-beta stimulated, 500 pg/mL final; Potency, µM (doses to about 46.1 µM), without a hit: top-dose activity, negative = inhibition, usual class: inhibitors; 1.2% of 410,000 active; AID 588855; further: potency means the concentration at half of the fitted maximal effect; on the % scale 0 is the no-effect control and ±100 the full control effect; nearly all actives have a fitted effect of over 65% in size
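Cell-based qHTS in HEPG2 carrying a CAGA-GFP Smad reporter; compounds added before 500 pg/mL final TGF-beta, 18 h incubation at 37 degrees C, GFP fluorescence quantified per cell by imaging cytometry.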
A549 viability: kills or reduces viability of A549 cells in Nrf2 counter-screen | A549 ARE-Fluc cells, CellTiter-Fluor viability, 18-24 h | Potency, µM (top dose mostly 46 µM), for inactives: top-dose activity change, negative = cytotoxicity, actives largely listed as inhibitors | 0.16% of 390,000 active | AID 504648; further: potency means the concentration at half of the fitted maximal effect; on the % scale 0 is the no-effect control and ±100 the full control effect
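A549 ARE_Fluc cells in 5% FBS OPTI-MEM were exposed to compounds in concentration-response for 18-24 h at 37 deg C. Viability was read by CellTiter-Fluor fluorescence (Ex 405/Em 525) after 30 min, before the luciferase read.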
Nrf2 activator: activates Nrf2 signaling. AREc32 ARE-luciferase reporter (MCF7-derived line), luminescence, 24 h. Potency, µM (doses to about 46.1 µM), for inactives: top-dose activation, actives largely listed as activators. 0.31% of 410,000 active. AID 624171; further: potency means the concentration at half of the fitted maximal effect; % of control where 0% means no effect; nearly all actives have a fitted effect of over 65% in size
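ARE activation measured as luciferase luminescence (Steady-Glo, 30 min RT) in AREc32_Fluc cells after 24 hr compound exposure at 37 deg C, 5% CO2; cells seeded overnight at 1000/well in OPTI-MEM, 5% FBS.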
IL2 activator: activates IL-2 in a cell-based reporter assay; IL-2 activation reporter assay, cell-based qHTS; stimulated with anti-CD3/CD4/CD28 beads; in transgenic mouse T cells; activation, % (series mostly up to about 46 µM); 0.065% of 360,000 active; AID 652025; in the data active means activation above about 50%; inconclusive means mostly about 30% to 49%; further: 0% is about no effect
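Unstimulated transgenic mouse T cells, 750 per well, received compound and, after 60 minutes, anti-CD3/anti-CD4 bead plus anti-CD28 stimulation. EGFP and DsRed were quantified after 18 hours.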
Nrf2 block: inhibitors of Nrf2 signaling; A549 ARE-Fluc reporter, luciferase luminescence, 18-24 h; Potency, µM (titrated, usually from 46 µM), for inactives: top-dose activity change, negative = inhibition, most hits filed as inhibitors; 2.1% of 360,000 active; AID 504444; further: potency means the concentration at half of the fitted maximal effect; on the % scale 0 is the no-effect control and ±100 the full control effect; nearly all actives have a fitted effect of over 60% in size
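A549 ARE_Fluc cells (5000/well, 5% FBS OPTI-MEM) pre-incubated 2 h, then treated with compounds 18-24 h at 37C/5% CO2 in concentration-response. CellTiter-Fluor viability read first; BugLite luciferase luminescence after 15 min at room temperature gives Nrf2 activity.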
HepG2 tox: kills HepG2 cells in TGF-b inhibitor counter-screen | HepG2 CAGA-GFP viability, ATP luminescence, 18 h | Potency, µM (titrated, usually from 46.1 µM), inactives show at the highest dose activity change, negative = cytotoxicity, most hits filed as cytotoxic | 0.76% of 410,000 active | AID 588856; further: potency means the concentration at half of the fitted maximal effect; some results filed as inactive show a strong effect at the top dose
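HepG2 CAGA-GFP cells (1000/well, DMEM with 1% FBS) received compound, then TGF-beta at 500 pg/mL final, and were incubated 18 hours at 37 degrees C. Viability was read by CellTiter-Glo luminescence. Media-only wells were set as complete cell-killing and DMSO as no toxicity.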
EPAC2 agonist: agonists of human EPAC2 (RAPGEF4). Q8WZA2. EPAC2 activation, biochemical qHTS; response scale: 100% = 6.5 mM cAMP response. Potency, µM (doses to about 154 µM), for inactives: at the highest dose activation, hits mostly activators. 0.079% of 360,000 active. AID 720711; further: potency means the concentration at half of the fitted maximal effect; nearly all actives have a fitted effect of over 50% in size
Target sequence (Q8WZA2 whole entry, looked up): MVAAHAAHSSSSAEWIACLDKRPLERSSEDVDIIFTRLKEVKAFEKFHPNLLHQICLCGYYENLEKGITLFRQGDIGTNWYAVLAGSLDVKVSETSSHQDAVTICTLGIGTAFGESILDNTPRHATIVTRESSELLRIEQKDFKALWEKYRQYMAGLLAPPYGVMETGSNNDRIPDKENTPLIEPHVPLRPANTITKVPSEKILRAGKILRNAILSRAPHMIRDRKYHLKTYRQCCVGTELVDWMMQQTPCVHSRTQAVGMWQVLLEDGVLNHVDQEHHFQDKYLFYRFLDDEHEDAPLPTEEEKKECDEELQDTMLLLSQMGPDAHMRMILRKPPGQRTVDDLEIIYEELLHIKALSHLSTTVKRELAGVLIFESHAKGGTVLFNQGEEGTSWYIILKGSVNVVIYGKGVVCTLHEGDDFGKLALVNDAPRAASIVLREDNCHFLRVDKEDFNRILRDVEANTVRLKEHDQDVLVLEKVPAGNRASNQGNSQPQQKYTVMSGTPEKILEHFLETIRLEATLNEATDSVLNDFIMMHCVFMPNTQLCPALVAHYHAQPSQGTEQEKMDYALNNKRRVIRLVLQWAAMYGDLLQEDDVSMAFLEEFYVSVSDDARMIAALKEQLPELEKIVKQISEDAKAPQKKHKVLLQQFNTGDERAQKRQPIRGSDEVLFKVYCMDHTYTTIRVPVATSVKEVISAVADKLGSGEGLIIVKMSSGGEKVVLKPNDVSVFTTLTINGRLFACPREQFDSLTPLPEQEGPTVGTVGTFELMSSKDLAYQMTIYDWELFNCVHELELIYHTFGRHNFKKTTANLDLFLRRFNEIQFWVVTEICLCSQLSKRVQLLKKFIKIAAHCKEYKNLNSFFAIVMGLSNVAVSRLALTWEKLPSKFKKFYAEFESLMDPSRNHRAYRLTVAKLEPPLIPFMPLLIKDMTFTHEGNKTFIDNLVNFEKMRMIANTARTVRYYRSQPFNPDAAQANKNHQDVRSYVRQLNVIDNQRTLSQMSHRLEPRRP
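EPAC2 (100 nM) mixed with Rap1B loaded with BODIPY-GDP (250 nM) plus 50 uM unlabeled GDP; compounds pinned in, 5 min RT, then read every 5 min for 30 min (ex 480, em 540 nm). Normalized to cAMP control.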
S2 tox: viability counter-screen for ATXN expression inhibitors | S2 cells (HEK-293 line with an ATXN2-luciferase reporter) viability, CellTiter-Fluor protease fluorescence, 24 h | Potency, µM (titrated, usually from 56.7 µM), actives largely listed as cytotoxic | 0.49% of 400,000 active | AID 651635; further: potency means the concentration at half of the fitted maximal effect; nearly all actives have a fitted effect of over 40% in size
Numbers without * were called inactive; i = inactive; ? = inconclusive; nt = no result given; [ ] = another dose, or the depositor's remark. Unless noted, the call rests on the fitted dose curve; in most records, active means well fitted curve in the direction sought with a large enough effect; inconclusive means small, poorly fitted or top-dose-only effect, or another doubt; inactive means no such curve, though single readings can be large; an effect the other way counts as inactive or inconclusive. Rows are unselected. Share with any hit: about 4.3%.

The line under a structure holds: ATXN2 expr inh	TGFb SMAD3 inh	A549 viability	Nrf2 activator	IL2 activator	Nrf2 block	HepG2 tox	EPAC2 agonist	S2 tox
CCc1cccc(C)c1NC(=O)CCCN1C(=O)C(c2ccccc2)Oc2cccnc21 (stereo not given)
 : -3%	3%	19%	-0.1%	nt	6%	-3%	nt	i
CN(C(=O)COC(=O)c1cc2ccccc2cc1O)c1c(N)n(Cc2ccccc2)c(=O)[nH]c1=O
 : -2%	-6%	0%	0.7%	6.5	1%	-16%	1%	i
O=[N+]([O-])c1cc2c(c(CSc3nnnn3-c3ccc(O)cc3)c1)OCOC2
 : 3%	-1%	-1%	0.1%	6.9	-12%	-7%	8%	?
COc1cccc(-c2nc(-c3ccccc3)[nH]c(=O)c2C#N)c1
 : -18%	23%	-14%	0.7%	-0.1	?	5%	-5%	i
OCC1(CCOc2ccccc2)CCN(CC2=Cc3cc(Cl)ccc3OC2)CC1
 : ?	?	4%	11%	-3.7	-21%	-68%	3%	i
COc1ccc(CNC(=O)c2cnc3sc4cc(OC)ccc4n3c2=O)cc1
 : nt	?	-2%	0.3%	nt	5%	13%	nt	nt
CCOc1ccc(-c2cc(C(=O)NCCc3ccc(OC)c(OC)c3)[nH]n2)cc1
 : nt	-2%	0%	1.0%	nt	0%	-5%	nt	nt
Cc1ccccc1NCN1C(=O)C2CCC(C)(C1=O)C2(C)C (stereo not given)
 : -7%	1%	-1%	0.3%	-2.6	-4%	-1%	2%	i
CCc1[nH]nc2c1C(c1ccc(Br)s1)C(C#N)=C(N)O2 (stereo not given)
 : 0%	11µM*	-7%	9.7%	-4.0	-2%	-99%	-5%	i
COc1ccccc1NC(=O)c1ccc(S(=O)(=O)N2CCCC2)cc1
 : -4%	3%	-1%	-0.1%	1.3	-24%	-11%	6%	i
CC(C)c1cnc2c(c1SCC(=O)Nc1cccc(F)c1)c(=O)n(C)c(=O)n2C
 : nt	?	7%	4.8%	nt	nt	-34%	nt	nt
COC(=O)c1c(C)[nH]c(C(C)=O)c1C
 : -5%	0%	9%	3.0%	0.8	-14%	-16%	8%	i
COc1cccc(OC)c1C(=O)Oc1ccc2c(c1)O/C(=C\c1ccncc1)C2=O
 : ?	?	2%	2.9%	-0.1	?	-31%	14%	?
CCOCCCn1c(=S)[nH]c2cc(C(=O)N3CCN(c4ccccc4)CC3)ccc2c1=O
 : -27%	-16%	-1%	-0.5%	-4.9	?	-12%	-5%	i
CCOc1ccc(N2CC(C(=O)Nc3ccc(OC)c(S(=O)(=O)N4CCCCC4)c3)CC2=O)cc1 (stereo not given)
 : -10%	7%	3%	0.7%	8.2	-7%	-24%	0%	i
COc1ccc(C(=O)Nc2cc3c(oc2=O)CCCC3=O)cc1
 : 8%	-4%	0%	-0.2%	0.2	?	-14%	8%	i
CC(C)C(=O)N1CCN(c2ccccc2NC(=O)c2cccc3ccccc23)CC1
 : ?	-1%	-3%	0.4%	-0.5	-10%	0%	5%	i
NC(=O)N/N=C/c1ccccc1OCC(=O)NCc1ccccc1
 : -2%	?	7%	0.5%	-0.7	-4%	0%	-12%	i
Fc1ccc2cnc(C3=CCCCC3)cc2c1
 : 63%[activator]	-10%	1%	17%	-1.7	?	0%	8%	i
COc1ccc(OCCOC(=O)C(C)NS(=O)(=O)c2ccc(NC(C)=O)cc2)cc1 (stereo not given)
 : nt	-2%	3%	4.2%	0.2	-2%	-31%	5%	i
CCOC(=O)CCC(NC(=O)CC(=O)NC(CCC(=O)OCC)C(=O)OCC)C(=O)OCC (stereo not given)
 : -16%	8%	0%	0.3%	0.2	5%	3%	-3%	i
Cc1ccc(N(CC(=O)Nc2c(C)n(C)n(-c3ccccc3)c2=O)S(C)(=O)=O)c(C)c1
 : nt	2%	-4%	0.3%	-0.7	2%	1%	3%	i
NNS(=O)(=O)c1ccc(N2CCCC2=O)c([N+](=O)[O-])c1
 : nt	-6%	16%	-0.6%	-2.2	2%	2%	1%	i
Cc1ccc2c(CN(C)Cc3ccc(Cl)cc3)cc(=O)oc2c1
 : 3%	?	14%	2.8%	-4.6	17%	-2%	8%	i
CN(CC(=O)Nc1ccccc1Cl)C(=O)c1ccccc1Sc1ccccc1C#N
 : 3%	-21%	17%	1.8%	-1.4	0%	-1%	7%	i
CCOc1ccc(CCNC(=O)CCNS(=O)(=O)c2ccc(Br)cc2)cc1OCC
 : -10%	-15%	1%	-0.4%	-2.5	-17%	-17%	9%	i
N#Cc1ccccc1CSc1nnc(Cc2ccccc2)o1
 : 42%[activator]	-4%	-4%	2.9%	-3.9	?	-15%	4%	i
O=C(NCCN1CCOCC1)C1(C(F)(F)F)CC(CCCO)CCCO1 (stereo not given)
 : nt	9%	0%	nt	nt	13%	6%	nt	nt
Cc1ccccc1C(=O)N1CCC(C(=O)Nc2ccccc2Cl)CC1
 : 3%	-15%	-5%	0.2%	-0.1	3%	-5%	0%	i
C=C(C)CNC(=S)NNC(=O)c1ccncc1
 : nt	23%	0%	-0.6%	-3.8	6%	-2%	7%	i
O=C(Oc1ccc(Cl)cc1)N1CCCCC1
 : 45%[activator]	?	-1%	-0.2%	-2.4	?	6%	5%	i
COc1cccc(/C=C2/SC(=S)N(CC(=O)Nc3nnc(C)s3)C2=O)c1
 : 8%	-5%	-5%	0.1%	-1.5	12%	2%	0%	i
COc1cccc(-c2sc3ccccc3c2-c2ccc(OCCN(C)C)cc2)c1
 : 22µM*	?	13%	-2.6%	-0.8	6%	11µM*	20%	nt
CN(C(=S)Nc1ccc(F)cc1)C(c1ccccc1)c1ccccc1
 : -10%	?	-28%	0.3%	-0.7	?	-37%	4%	i
CSc1ncc(Cl)c(C(=O)N(Cc2ccc(C(C)C)cc2)C2CCS(=O)(=O)C2)n1 (stereo not given)
 : 29%	-34%	-9%	7.4%	nt	-26%	-31%	nt	i
COc1ccc(C2C(C(C)=O)=C(O)C(=O)N2c2nccs2)cc1 (stereo not given)
 : -7%	0%	-4%	1.9%	-1.5	nt	4%	-1%	?
COc1ccc(NCc2cc3cc4c(cc3n(CC(=O)Nc3ccc(F)cc3)c2=O)OCCO4)cc1
 : -23%	0%	-1%	-0.8%	nt	-11%	-3%	nt	?
O=C(Cn1cnc2c(OCc3ccccc3)ncnc21)N[C@H](CO)Cc1cc2ccccc2[nH]1
 : -8%	-17%	0%	-0.6%	-0.1	-1%	-30%	5%	i
COc1ccc(S(=O)(=O)NC(C(=O)OCC(=O)Nc2ccc(N3CCOCC3)cc2)C(C)C)cc1 (stereo not given)
 : 9%	-13%	6%	0.1%	1.1	6%	7%	-3%	i
CC(C)C(OC(=O)c1cccc(S(=O)(=O)NCC(F)(F)F)c1)C(=O)NC(N)=O (stereo not given)
 : -20%	6%	5%	0.4%	-0.8	-6%	-24%	3%	i
Clc1ccc(-c2nnc(-c3ccccc3)nc2N2CCSCC2)cc1
 : -5%	13%	-8%	3.0%	-1.3	1%	-1%	7%	i
NCCC(=O)NCCc1cnc[nH]1
 : -2%	-1%	-1%	0.6%	0.4	6%	-12%	5%	i
CS(=O)(=O)N(CC(=O)NCc1ccncc1)c1cc(Cl)ccc1Cl
 : 0%	?	4%	-0.7%	-0.3	1%	-10%	2%	i
CCc1cc(CNC(=O)CC2C(=O)NCCN2Cc2c(F)cccc2Cl)on1 (stereo not given)
 : 4%	2%	0%	0.3%	-1.9	2%	6%	8%	i
CCOC(=O)c1cc(C(=O)OCC)c2ccccn2c1=O
 : 7%	2%	?	0.1%	0.1	4%	4%	-2%	nt
Nc1cc(=O)[nH]c(SCC(=O)N2CCc3ccccc3C2)n1
 : 3%	0%	-7%	-0.1%	-1.6	4%	-18%	-4%	i
COC(=O)N[C@@H]1C[C@H]2[C@@H]3CC[C@H]4C[C@@H](OC)CC[C@]4(C)[C@H]3CC[C@@]12C
 : 1%	-18%	0%	0.3%	-0.8	?	-43%	18%	i
Clc1ccc(CN2CCN(c3ncccn3)CC2)cc1Cl
 : -6%	-16%	7%	0.4%	-2.2	?	-1%	3%	i
CCC(=O)Nc1ccc(-c2ccc(N3CCCCC3)nn2)cc1
 : 5%	4%	1%	-0.4%	-0.8	?	10%	1%	i
CS(=O)(=O)CC[C@@H](C(=O)NCCc1ccccc1)N1Cc2ccccc2C1=O
 : 1%	4%	-7%	3.3%	nt	?	-15%	nt	i
COc1ccc(N=C2S/C(=C\c3ccc(OCC(=O)O)cc3)C(=O)N2CCc2c[nH]c3ccccc23)cc1
 : 1%	0%	-4%	0.6%[9.22 µM]	-3.2	6%	6%	4%	i
CN(C)S(=O)(=O)c1ccc(C(=O)Nc2cc(S(=O)(=O)Nc3ccccc3Cl)ccc2N2CCCCC2)cc1
 : 12%	6%	-7%	-0.6%	0.2	?	-12%	5%	i

A section taken from the entries so far, for reference:
The line under a structure holds: ATXN2 expr inh	TGFb SMAD3 inh	A549 viability	Nrf2 activator	IL2 activator	Nrf2 block	HepG2 tox	EPAC2 agonist	S2 tox
NCCC(=O)NCCc1cnc[nH]1
 : -2%	-1%	-1%	0.6%	0.4	6%	-12%	5%	i
CS(=O)(=O)N(CC(=O)NCc1ccncc1)c1cc(Cl)ccc1Cl
 : 0%	?	4%	-0.7%	-0.3	1%	-10%	2%	i
CCc1cc(CNC(=O)CC2C(=O)NCCN2Cc2c(F)cccc2Cl)on1 (stereo not given)
 : 4%	2%	0%	0.3%	-1.9	2%	6%	8%	i
